NPR1 activator: GC-A (human) enzyme activation; P16066; HEK293 GC-A cells, cGMP TR-FRET, EC30 ANP; 0% at EC30 ANP, 100% saturating ANP; activation, % at 10 µM; 370,000 compounds, 0.14% hits; in the data active = activation above about 40%
mABHD4 FP: ABHD4 (mouse) inhibition, primary FP screen | Q8VD66 | AID 720543 | 370,000 compounds, 0.54% hits | purified mABHD4, FP-Rh probe fluorescence polarization | inhibition, % at 8.92 µM;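 active = inhibition exceeding the mean over every tested compound plus 3 SD, cut at about 30% in these data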;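 also: 0% = plate median of compound wells and 100% = S159A mutant with DMSO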
Target sequence (Q8VD66 whole entry, looked up): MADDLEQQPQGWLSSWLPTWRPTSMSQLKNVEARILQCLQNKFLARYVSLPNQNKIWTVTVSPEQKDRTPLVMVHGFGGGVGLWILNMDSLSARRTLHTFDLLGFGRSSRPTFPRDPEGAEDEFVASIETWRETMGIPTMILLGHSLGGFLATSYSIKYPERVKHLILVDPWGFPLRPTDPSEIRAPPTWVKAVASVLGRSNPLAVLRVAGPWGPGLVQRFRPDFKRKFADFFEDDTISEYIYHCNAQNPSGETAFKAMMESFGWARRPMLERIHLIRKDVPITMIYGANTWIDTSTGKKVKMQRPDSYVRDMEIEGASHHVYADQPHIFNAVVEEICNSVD
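Assay system: mouse ABHD4 enzyme, wild type / Also added: fluorescent activity-based probe FP-Rh / Doses: single nominal dose of 8.92 µM, 0.89% DMSO final / Timing: 45 min compound pre-incubation plus 60 min probe step, 25 °C / Signal: FP readout, ex 525 nm / em 598 nm / Control set: S159A mutant/DMSO as 100%, compound-well median as 0%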
rCAG RNA binder: r(CAG) repeat RNA binding. AID 651821. 370,000 compounds, 1.3% hits. inhibition, % at 3 µM. TO-PRO-1 dye displacement fluorescence;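 active = inhibition above the plate cutoff, the mean of all test compounds on that plate plus 3 SD, cut at about 35% in these data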;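 also: 0% = DMSO alone and 100% = 100 µM mitoxantrone as full dye displacement; higher means more dye released from RNA so lower well fluorescence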
SMARCA2 act: activators of SMARCA2 function. 370,000 compounds, 1% hits. MG213 cells, MMTV-luciferase reporter, dexamethasone, overnight. AID 652017. activation, % at 9.1 µM; in the data active = activation above about 7.8%;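 also: 0% = vehicle wells and 100% = reference activator wells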
GC-B act: GC-B (human) receptor activation; activation, % at 10 µM; P20594; 370,000 compounds, 0.11% hits; HEK293-GC-B cells, CNP EC30, cGMP TR-FRET; 0% at EC30 CNP, 100% saturating CNP; AID 1920062;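 active = activation at 10 µM reaching about 35% in either raw or pattern-adjusted values, limit read from the data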
ARFGAP1 inh: inhibits rat ARF GTPase activating protein 1 | Q62848 | Arfgap1-stimulated ARF1 GTP hydrolysis, GDP FP detection | inhibition, % at 16.5 µM | 360,000 compounds, 0.26% hits | AID 651572;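 active = inhibition above a per-plate limit, mean inhibition of low control wells plus 3 SD, cut at about 25% in these data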;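 also: 0% = DMSO wells with enzyme and 100% = wells lacking Arfgap1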
Target sequence (Q62848 1-136 limits assumed): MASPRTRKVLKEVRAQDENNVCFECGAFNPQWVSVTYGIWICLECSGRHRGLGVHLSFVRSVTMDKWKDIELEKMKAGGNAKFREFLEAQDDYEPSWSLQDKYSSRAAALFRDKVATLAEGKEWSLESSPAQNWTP
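System: truncated rat Arfgap1 GAP domain / Benchmarks: high control wells lacking Arfgap1, low control full reaction with DMSO / Times: compound-enzyme preincubation 20 min, reaction 120 min, detection 60 min, 25 °C / Repeats: one replicate per compound / Also added: human ARF1(Δ1-17)-GTP substrate / Measured by: Tracer-displacement fluorescence polarization with EDTA stop, 620/688 nm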
ASAP1 inh: ASAP1 ArfGAP inhibition | Q9ULH1 | ASAP1-stimulated ARF1 GTP hydrolysis, GDP FP detection | inhibition, % at 16.5 µM | 360,000 compounds, 0.19% hits | AID 624377; in the data active = inhibition above about 25%;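 also: 0% = vehicle with enzyme and substrate and 100% = no enzyme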
Target sequence (Q9ULH1 325-724 limits assumed): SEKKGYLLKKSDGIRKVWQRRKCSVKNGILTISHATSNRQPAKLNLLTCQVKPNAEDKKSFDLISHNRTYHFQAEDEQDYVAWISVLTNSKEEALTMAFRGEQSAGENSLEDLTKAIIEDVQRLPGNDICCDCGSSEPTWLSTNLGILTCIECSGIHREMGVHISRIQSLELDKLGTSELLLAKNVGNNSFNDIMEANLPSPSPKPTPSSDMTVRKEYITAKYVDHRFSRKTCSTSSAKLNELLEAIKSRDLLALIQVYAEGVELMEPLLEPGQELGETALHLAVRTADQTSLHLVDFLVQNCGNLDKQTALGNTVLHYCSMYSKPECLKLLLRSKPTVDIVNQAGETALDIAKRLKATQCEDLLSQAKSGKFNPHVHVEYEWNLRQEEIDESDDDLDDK
NR1D1 modulator: modulators of human Rev-erb alpha DNA binding. P20393. activity, % at 10 µM. Rev-erbα–FITC-DNA binding, fluorescence polarization, 90 min. AID 1259318. 370,000 compounds, 0.79% hits;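 active = activity above about 14%, limit read from the data; passing the limit was not always enough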;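 also: 0% = DMSO wells with 35 nM protein and 100% = DMSO wells with 750 nM protein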
PG9 Ab binder: PG9 antibody binding by small molecule. AID 624416. 360,000 compounds, 0.43% hits. TR-FRET gp120-PG9 antibody binding. inhibition, % at 6.7 µM; in the data active = inhibition above about 8.5%
HTRA1 inhibitor: HTRA1 (human) protease inhibition; recombinant HTRA1, FP-rhodamine activity-based probe, fluorescence polarization; inhibition, % at 5.96 µM; 340,000 compounds, 0.5% hits; AID 504803; in the data active = inhibition above about 36%;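 also: 0% = enzyme with DMSO and 100% = wells lacking enzyme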
* marks the source's active call; other numbers are inactive results; nt = not tested or not shown. Compounds were not picked by outcome. About 4.4% of those tested had a hit in this group.

SMILES	NPR1 activator	mABHD4 FP	rCAG RNA binder	SMARCA2 act	GC-B act	ARFGAP1 inh	ASAP1 inh	NR1D1 modulator	PG9 Ab binder	HTRA1 inhibitor
CCOC(=O)c1c(C)[nH]c(C(=O)N(C)CC(=O)Nc2ccc(OC)cc2)c1C	4	4	-1	-3	-1	-8	3	-3	2.0	-1
CN(C)S(=O)(=O)c1ccc(Cl)c(NC(=O)CSc2nc3c(cc2C#N)C(=O)CCC3)c1	1	6	5	2	4	-3	-7	-1	-1.6	-5
CCOC(=O)c1c(C)nc(C)c(C(=O)OCC)c1-c1ccc(Br)cc1	-7	-9	-3	-6	-3	4	1	6	-0.6	-5
O=C(OCC(=O)N1CCN(C(=O)c2ccco2)CC1)c1cc(-c2ccccc2)nc2ccccc12	11	-10	4	0	4	9	-2	1	1.2	-34
O=S(=O)(Nc1nc2ccccc2nc1Cl)c1ccc(Br)cc1	-3	-4	26	-4	-1	-5	7	8	4.2	-22
COc1ccccc1N1CCN(C(=O)c2c(C)cc(=O)oc2C)CC1	-2	-3	-5	-4	5	-11	-6	-3	2.5	10
COc1ccc(CSc2nnc(-c3ccncc3)n2C)cc1F	-4	3	1	0	-2	10	-3	3	-1.0	-1
Cc1cccc(NC(=O)CNC(=O)CN2C(=O)NC(C)(CCC(C)C)C2=O)c1C (configuration not stated)	3	-1	-7	-2	-5	5	-4	-5	-0.9	6
CCn1cc(CCC(=O)Nc2ccc(Oc3cccnc3)cc2)c2ccccc21	1	2	4	-1	-6	-9	-1	0	0.3	nt
C(=N\Nc1nc(N2CCCC2)nc(N2CCCC2)n1)/c1cccnc1	0	2	-7	-5	6	3	4	-3	-1.8	-3
CCn1c(CN2CCN(C(=O)c3ccco3)CC2)nc2c1c(=O)n(C)c(=O)n2C	3	-1	-2	-5	2	1	-1	3	-0.7	-4
CC1=Nc2ccc(C)c3nc(C)cc(c23)N1c1ccc(C)cc1	11	-10	-5	0	-7	-4	-4	-1	2.3	-3
CC(C)(C)n1nnnc1C(c1ccccn1)N1CCN(C(c2ccccc2)c2ccccc2)CC1 (configuration not stated)	1	-2	-3	-1	5	3	0	-2	-0.8	-6
CCc1nc2oc3cc(OC)ccc3c(=O)c2c(=O)n1Cc1ccco1	-2	0	3	-1	-1	-4	-11	-7	-1.2	-3
COc1ccc(-c2noc(-c3cccc(OC)c3OC)n2)cc1OC	3	2	0	5	2	-7	6	-2	2.5	-5
O=C(Nc1ccccc1C(=O)Nc1nnc(C(F)(F)F)s1)c1ccccc1Cl	6	-50	65*	-4	10	4	9	2	-2.5	-43
CCOC(=O)C(=O)N(C)c1c(CC)nc2c(OCc3ccc(OC(F)F)cc3)cccn12	1	-5	-2	3	3	4	7	0	-1.1	nt
Cc1ccc(Oc2ccc(C=O)cn2)cc1	-1	5	-3	-4	4	1	1	9	2.3	-3
O=C1C2=C(NC(=S)NC2c2ccc(Cl)cc2)NC(c2ccc(Cl)cc2)N1c1ccc(Cl)cc1 (configuration not stated)	-1	-17	8	-3	-7	4	6	1	0.9	-73
CC(=O)c1ccc(S(=O)(=O)N(CCCO)Cc2cc3cc4c(cc3[nH]c2=O)OCCO4)cc1	-2	-2	0	-2	2	6	-5	0	1.3	1

Copied from the list.
PG9 Ab binder result of `CCn1cc(CCC(=O)Nc2ccc(Oc3cccnc3)cc2)c2ccccc21` : 0.3
PG9 Ab binder result of `CCOC(=O)c1c(C)[nH]c(C(=O)N(C)CC(=O)Nc2ccc(OC)cc2)c1C` : 2.0
GC-B act result of `CC(C)(C)n1nnnc1C(c1ccccn1)N1CCN(C(c2ccccc2)c2ccccc2)CC1` (configuration not stated) : 5
mABHD4 FP result of `CCOC(=O)c1c(C)nc(C)c(C(=O)OCC)c1-c1ccc(Br)cc1` : -9

(next part)
SMILES	NPR1 activator	mABHD4 FP	rCAG RNA binder	SMARCA2 act	GC-B act	ARFGAP1 inh	ASAP1 inh	NR1D1 modulator	PG9 Ab binder	HTRA1 inhibitor
CCc1ccc(NC(=O)CCS(=O)(=O)c2ccc3c(c2)CCN3C(C)=O)cc1	0	3	1	0	4	-2	8	2	-1.9	4
CC1=Nn2c(nnc2-c2cc(C)[nH]n2)SC1	-1	-5	1	-2	4	-4	11	0	0.4	-2
O=C(CSCc1cccc(Cl)c1)NCc1ccc2c(c1)OCO2	-1	1	-4	-5	-8	-11	14	3	1.2	-4
COc1ccc(S(N)(=O)=O)cc1C(=O)NNC(=O)c1cccc(S(=O)(=O)N2CCOCC2)c1	0	2	3	0	0	-7	-6	-3	1.2	3
Nc1cc(=O)[nH]c(=O)n1Cc1ccccc1	1	5	-1	2	-1	7	-14	0	-3.0	1
COCCN1C(=O)c2oc3ccccc3c(=O)c2C1c1ccc(O)c(OC)c1 (configuration not stated)	-2	2	2	-1	1	0	6	5	-1.4	7
CC1CCN(C(=O)CSc2nc3ncccc3[nH]2)CC1	0	-1	2	2	3	-9	4	2	-1.8	6
CC(=O)c1sc(NC(=O)C2CC(=O)N(Cc3ccco3)C2)nc1-c1ccccc1 (configuration not stated)	-5	-8	5	1	-7	5	3	2	1.4	2
CSc1ccccc1NC(=O)COC(=O)c1ccccc1O	-3	-7	1	-2	0	6	-5	0	1.4	-3
Cc1cccc(NC(=S)NC2CC3C=CC2C3)c1 (configuration not stated)	-4	0	-5	1	2	5	11	-4	0.3	-2
CC1C(c2ccccc2)N(C)CCC12NC(=O)NC2=O (configuration not stated)	0	3	3	1	7	-10	-8	2	0.8	2
COc1ccc2nc(-c3ccccc3)nc(SCC(=O)NCC3CCCO3)c2c1 (configuration not stated)	-8	2	1	-1	-3	16	-1	6	-1.9	3
O=C(Nc1cccc(-n2cccn2)c1)C1CCCN(Cc2cccc(F)c2F)C1 (configuration not stated)	2	3	-7	-2	-4	15	15	2	-0.5	-19
COc1ccccc1C(=O)C1Nc2ccccc2-c2nnc(SC)nc2O1 (configuration not stated)	-4	4	7	-3	1	-1	4	1	-0.7	-1
COc1cccc(C(C(=O)NCC2CCCO2)N(CC2CCCO2)C(=O)CN2C(=O)c3ccccc3S2(=O)=O)c1 (configuration not stated)	2	2	-7	-4	-4	7	7	0	-1.5	6
CS(=O)(=O)N1CCN(c2ccc(NC(=O)CSc3ccc(Cl)cc3)cc2)CC1	3	2	1	1	-2	0	-1	2	-2.5	-2
Nc1nc(SCc2ccc(Cl)c(Cl)c2)n[nH]1	5	2	5	3	4	3	3	9	0.5	-8
Cc1cc(C)c(NC(=O)c2ccc(CN3CCc4ccccc4C3)cc2)c(C)c1	-2	-4	0	-2	0	-3	4	-6	-0.2	-16
O=C(NNC(=O)c1ccccc1F)c1cccc(-n2cccc2)c1	-4	2	18	2	-3	-2	-8	-35	0.6	4
Cc1cccc(OCc2nnc(SCc3cc(=O)[nH]c4ccccc34)n2-c2ccccc2)c1	-20	-8	-3	-3	-11	12	4	-1	1.8	-12

Record cards, from the list above. Order of screens: NPR1 activator | mABHD4 FP | rCAG RNA binder | SMARCA2 act | GC-B act | ARFGAP1 inh | ASAP1 inh | NR1D1 modulator | PG9 Ab binder | HTRA1 inhibitor
`Nc1cc(=O)[nH]c(=O)n1Cc1ccccc1` is listed as 1 | 5 | -1 | 2 | -1 | 7 | -14 | 0 | -3.0 | 1
`O=C(CSCc1cccc(Cl)c1)NCc1ccc2c(c1)OCO2` is listed as -1 | 1 | -4 | -5 | -8 | -11 | 14 | 3 | 1.2 | -4

Next part:
SMILES	NPR1 activator	mABHD4 FP	rCAG RNA binder	SMARCA2 act	GC-B act	ARFGAP1 inh	ASAP1 inh	NR1D1 modulator	PG9 Ab binder	HTRA1 inhibitor
Cc1noc(C)c1CSCC(=O)Nc1cc(S(C)(=O)=O)ccc1Cl	-2	1	4	3	2	7	-1	-7	-1.5	1
Cc1cccc(CS(=O)(=O)Cc2ccc(C(=O)NC3CCCCC3)o2)c1	1	2	-4	-3	1	2	-8	-1	1.4	1
CCn1cc(C(=O)NCCc2ccc(Cl)cc2)c(=O)c2cc(S(=O)(=O)N(C)C)ccc21	1	6	0	-2	5	7	13	44*	0.4	3
CC(C)c1ccc(C(C)NCCS(=O)(=O)c2ccc(Br)cc2)cc1 (configuration not stated)	-4	-8	-5	-2	-8	18	-10	0	-1.2	-4
COc1ccc(C(=O)NCc2cccnc2)cc1	8	8	-1	0	5	2	2	-5	0.6	6
COCCN(C(=O)c1snc(C(N)=O)c1N)C(C(=O)NC1CCCCC1)c1ccc(F)cc1 (configuration not stated)	-6	2	6	0	4	7	-20	1	-1.8	-2
Cc1ccc(C)c(N2CCN(C(=O)c3ccccc3Br)CC2)c1	-9	-5	-6	1	4	10	8	2	-0.7	-10
CC(C)C(=O)N[C@@H]1c2ccccc2CC[C@@H]1OCc1ccccc1	0	1	-1	-1	-1	0	-11	-1	0.1	3
COc1cc(OC)cc(C2=Cc3ccccc3C(CC(=O)c3ccco3)N2c2ccc(-c3cccnc3)cc2)c1 (configuration not stated)	-2	2	14	-1	0	6	4	-4	-1.5	nt
COCCNC(=O)C1CCCN(C(=O)c2ccc(C(F)(F)F)nc2C)CC1 (configuration not stated)	6	-3	1	2	0	6	11	-3	-1.2	nt
COC(=O)c1ccc(NC(=O)CCN2CCN(Cc3ccccc3)CC2)cc1	-2	0	-4	2	-7	6	0	-3	-0.3	2
O=C(COC(=O)CCc1ccccc1)Nc1ccc(F)cc1Cl	2	-1	-6	1	-4	0	3	-2	-1.4	-2
COc1ccccc1CNC(=O)Nc1cccs1	8	2	15	-1	2	-16	-5	1	1.0	-1
COc1cc(OC)c(Nc2cc(C)nc3nc(C)nn23)cc1Cl	6	-3	-3	-1	1	-8	-11	-3	0.5	1
O=C(NCc1ccco1)C(c1ccccc1)N(C(=O)Cc1cccs1)c1ccccc1F (configuration not stated)	-4	-4	-7	-2	-5	11	1	3	0.1	-21
COc1cc(OC)cc(C(=O)NCC2CCCN(C(=O)c3csc(C(C)C)n3)C2)c1 (configuration not stated)	-2	6	-6	-2	-1	-4	-4	4	-0.5	1
Cc1ccc(S(=O)(=O)NCC2CCC(C(=O)N3CCOCC3)CC2)cc1 (configuration not stated)	0	7	-7	2	1	-10	2	-2	-1.3	3
CC(c1ccccc1)C(CC(=O)O)C(=O)Nc1ccc(Cl)c(Cl)c1 (configuration not stated)	-2	-3	12	0	0	-8	10	0	0.2	-4
COc1ccc(NC(=O)Nc2cnccn2)c(OC)c1	0	4	-1	-1	-1	4	-4	-2	-1.4	0
CCCc1nnc(NC(=O)CCC(=O)NCc2ccc(OC)cc2)s1	1	6	-1	-1	-2	1	-8	-3	2.6	7
O=C(CSc1ccccc1)Nc1nc2ccccc2[nH]1	4	-6	3	2	1	10	-8	3	-1.6	-17
COc1ccc(OCC(=O)N/N=C(\C)c2ccc(OC)cc2)cc1	2	0	-3	2	-7	1	-10	-1	1.0	-6
Cc1ccc(S(=O)(=O)NC(CC(=O)O)c2ccc(F)cc2)cc1 (configuration not stated)	-1	0	-3	-2	7	2	-9	2	-0.2	5
CSc1ncccc1C(=O)OCC(=O)N1CCCC1	1	1	1	-2	-5	-5	5	6	-0.3	-2
O=c1[nH]cnc2c1ccn2C1OC(CO)C(O)C1O (configuration not stated)	3	0	1	-1	3	12	-19	-1	0.8	7
Nc1[nH]c(C(=O)c2ccccc2)c(-c2ccc(Br)cc2)c1C(=O)c1cccs1	-5	-1	14	6	-1	-8	2	-3	0.1	nt

Screening results deposited in PubChem by several laboratories.
